Bioassay records deposited in PubChem BioAssay by several laboratories.
Rac1 wt modul: wildtype Rac1 GTP binding modulators, primary screen, biochemical, GST-Rac1 beads, flow cytometry, multiplex; GTP binding activity (% of control), % at 10 µM; fluorescent GTP binding; actives lie on both sides; 0 = cold GTP competed, 100 = untreated; Ras-related C3 botulinum toxin substrate 1 (Homo sapiens), P63000; 190,000 tested, 0.27% active;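 active = GTP binding activity at least 20 points away from the 100% control level, either lower or higher; inconclusive = compound flagged as likely green fluorescent, judged across all proteins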
Rab7 wt modul: modulators of GTP binding to Rab7, primary screen, biochemical, wildtype, multiplex bead flow cytometry; Rab7 GTPase wild type (dog), Bodipy-FL-GTP binding; GST-Rab7 beads, fluorescent GTP binding; actives lie on both sides; untreated = 100%, excess cold GTP = 0%; GTP binding activity (percent of control), % at 10 µM; 190,000 tested, 0.055% active;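 active = fluorescent GTP binding to Rab7 beads changed by at least 20 points from the 100% baseline, either direction, mostly lower; inconclusive = compound itself probably fluorescent, or too few beads counted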;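 also: median green fluorescence of bound Bodipy-FL-GTP per Rab7 bead population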
Mcl1-Bid inh: Mcl-1/Bid binding inhibitors, primary screen, biochemical, TR-FRET, 1536-well; Induced myeloid leukemia cell differentiation protein Mcl-1 (Homo sapiens), Q07820; TR-FRET Mcl-1/Bid-Dy647 peptide binding; inhibition, % at 21.7 µM; 220,000 tested, 0.97% active; AID 1021, 2008;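 active = compounds that cut the binding signal by more than half at the single screening dose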;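 also: His-tagged Mcl-1 with europium anti-His antibody binding Bid BH3 peptide; 0% = Mcl-1 plus peptide wells and 100% = peptide-only wells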
Target sequence (Q07820 whole entry, looked up): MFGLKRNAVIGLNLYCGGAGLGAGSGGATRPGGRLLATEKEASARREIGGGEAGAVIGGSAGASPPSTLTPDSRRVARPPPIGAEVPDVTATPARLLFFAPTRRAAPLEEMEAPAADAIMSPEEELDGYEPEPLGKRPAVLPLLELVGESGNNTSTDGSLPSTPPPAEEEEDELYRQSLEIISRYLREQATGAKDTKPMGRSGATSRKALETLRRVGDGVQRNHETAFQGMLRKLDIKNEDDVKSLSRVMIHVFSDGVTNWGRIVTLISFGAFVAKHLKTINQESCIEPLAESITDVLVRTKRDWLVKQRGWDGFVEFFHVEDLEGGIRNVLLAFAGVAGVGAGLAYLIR
Pf gamet viab: late stage P. falciparum gametocyte viability inhibitors, primary screen, ATP luminescence, HTS. P. falciparum stage V gametocytes, 24 h. inhibition, % at 10.9 µM. AID 743093, 2013. 150,000 tested, 0.065% active;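 active = inhibition above the mean plus 3 SD of compounds within the control limits, set per campaign, cut at about 38% in these data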;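 also: 0% = DMSO wells and 100% = medium only without gametocytes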
Rab2A wt mod: modulators of GTP binding to Rab2A wildtype, primary screen, biochemical, dog, bead-based flow cytometry, multiplex; 190,000 tested, 0.19% active; GTP binding activity, % at 10 µM; Ras-related protein Rab-2A (Canis lupus familiaris), P61105; GST-Rab2 wt beads, Bodipy-GTP binding;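 active = GTP binding activity at least 20 points away from 100%, either lowered or raised; inconclusive = signal likely due to the compound's own green fluorescence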;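 also: 0% = beads with excess unlabeled GTP and 100% = no-compound control corrected for plate trend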
HRas wt GTP: modulators of GTP binding to HRas wildtype, primary screen, biochemical, bead-based flow cytometry, multiplex; GTPase HRas (Homo sapiens), P01112; GST-Ras wt beads, Bodipy-FL-GTP binding; actives lie on both sides; GTP binding activity, % at 10 µM; 190,000 tested, 0.14% active;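 active = GTP binding activity at least 20% away from the 100% baseline, either lowered as inhibitor or raised as activator; inconclusive = flagged as likely green fluorescent, judged across all proteins in the well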;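 also: 0% = unlabeled GTP competition control and 100% = no-compound control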
Target sequence (P01112 whole entry, looked up): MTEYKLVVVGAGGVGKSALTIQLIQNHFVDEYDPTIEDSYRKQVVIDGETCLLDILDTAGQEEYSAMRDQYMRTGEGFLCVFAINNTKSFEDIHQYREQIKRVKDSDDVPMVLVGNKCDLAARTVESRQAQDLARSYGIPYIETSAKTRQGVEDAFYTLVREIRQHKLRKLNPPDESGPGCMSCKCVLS
Cdc42 wt GTP: modulators of GTP binding to wildtype Cdc42, primary screen, biochemical, multiplex bead flow cytometry, Bodipy-GTP. percent activity (GTP binding), % at 10 µM. 190,000 tested, 0.2% active. Cell division control protein 42 homolog (Homo sapiens), P60953. AID 761, 2007. GST-Cdc42 beads; actives lie on both sides;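 active = percent activity GTP binding at least 20 points away from the 100% baseline, either down as inhibitor or up as activator; inconclusive = compound flagged as likely green fluorescent from well-wide comparison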;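 also: median bead fluorescence of bound Bodipy-FL-GTP at 100 nM; 0% = excess unlabeled GTP control and 100% = no compound control; below 100% means less GTP binding so inhibitor and above means activator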
Target sequence (P60953 whole entry, looked up): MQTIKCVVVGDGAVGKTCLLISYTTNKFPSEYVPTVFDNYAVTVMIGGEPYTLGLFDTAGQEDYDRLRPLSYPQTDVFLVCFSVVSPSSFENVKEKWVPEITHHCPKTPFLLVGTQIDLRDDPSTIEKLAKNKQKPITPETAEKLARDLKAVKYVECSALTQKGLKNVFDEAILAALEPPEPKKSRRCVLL
Rac1 mut GTP: GTP binding modulators of activated mutant Rac1, primary screen, biochemical, bead-based flow cytometry, multiplex, fluorescent GTP; Ras-related C3 botulinum toxin substrate 1 (Homo sapiens), P63000; GST-Rac1 activated beads; actives lie on both sides; 100% means binding = to untreated wells; percent activity (GTP binding), % at 10 µM; 190,000 tested, 0.11% active;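 active = GTP binding at least 20 percentage points away from the 100% baseline, in either direction, so actives lie on both sides; inconclusive = Compound likely fluorescent itself, or too few beads counted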
Avidin bead fluor: green autofluorescence of compounds with avidin beads – biophysical, 488/530 nm, flow cytometry, artefact control, profiling panel; compound fluorescence 488/530 nm; hits give high values; fluorescence (KMESF) at 10 µM; 220,000 tested, 0.38% active; AID 1775, 2009; in the data active = fluorescence above about 47; also: inactives centre near 10
Bim-Mcl-1: inhibitors of Bim peptide binding to Mcl-1, primary screen, biochemical, bead-based flow cytometry, multiplex | Induced myeloid leukemia cell differentiation protein Mcl-1 (Homo sapiens), Q07820 | Bim peptide-Mcl-1 binding | inhibition, % at 10 µM | 190,000 tested, 0.1% active | AID 1009, 2008; in the data active = inhibition above about 40%;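 also: 0% = no compound tracer wells and 100% = peptide blocker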
Mcl1 Noxa PPI: Mcl-1/Noxa binding inhibitors, primary screen, biochemical, TR-FRET, 1536-well | Induced myeloid leukemia cell differentiation protein Mcl-1 (Homo sapiens), Q07820 | TR-FRET Mcl-1/Noxa peptide binding, 2 h | inhibition, % at 21.7 µM | 220,000 tested, 1.5% active | AID 1022, 2008;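 active = compounds that cut the protein-peptide binding signal by more than 50% relative to plate controls in a single-dose test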;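 also: His-tagged Mcl-1 with rhodamine Noxa BH3 peptide and terbium anti-His antibody; 0% = Mcl-1 plus Noxa peptide wells and 100% = peptide-only wells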
* = called active by the depositor; ? = inconclusive; nt = no result given; & = joins results of further samples.

SMILES | Rac1 wt modul | Rab7 wt modul | Mcl1-Bid inh | Pf gamet viab | Rab2A wt mod | HRas wt GTP | Cdc42 wt GTP | Rac1 mut GTP | Avidin bead fluor | Bim-Mcl-1 | Mcl1 Noxa PPI
CCNC(=S)N=Nc1c(O)n(Cc2ccc(Cl)cc2)c2ccccc12 | 101 | 101 | -60 | 16 | 97 | 97 | 99 | 100 | 5 | 0 | -60
Cn1c(CN2CCC(C(N)=O)CC2)c(C#N)c2ccccc21 | 104 | 103 | -1 | nt | 97 | 97 | 97 | 97 | 4 | 0 | -14
CN(C)c1ccc(C(=S)N2CCNCC2)cc1 | 100 | 102 | -16 | 3 | 99 | 100 | 97 | 102 | 1 | -1 | 10
COc1ccc(NC(=O)NS(=O)(=O)c2ccc(C)cc2)c(OC)c1 | 98 | 95 | -26 | nt | 99 | 98 | 99 | 99 | 7 | 6 | 15
N=C(SC1CC(=O)N(c2ccc(F)cc2)C1=O)N1N=C(c2ccccc2)CC1c1ccccc1 (centres undefined) | 96 | 92 | -5 | 4 | 95 | 94 | 93 | 95 | 14 | 3 | -22
Cc1ccc(N2CCN(S(=O)(=O)N3CCCCC3)CC2)cc1Cl | 102 | 98 | -28 | -5 | 100 | 98 | 98 | 97 | 7 | -5 | -2
COCCN1CCN(Cc2nc(C3(c4ccc(C)cc4)CCCC3)no2)CC1 | 100 | 98 | -41 | 8 | 97 | 97 | 99 | 95 | 15 | 0 | 8
Oc1c(C=C2N=c3ccccc3=N2)sc(=S)n1C1CCCCC1 | 96&100 | 96&100 | -41&2 | -5 | 99&97 | 94&99 | 100&103 | 98&97 | 7&13 | 7&-3 | -1&11
CSCC[C@H](NC(=O)OC(C)(C)C)C(=O)N/N=C/c1c(C)[nH]c(=O)[nH]c1=O | 100 | 97 | -13 | nt | 98 | 96 | 98 | 98 | 8 | -8 | 9
O=C(COC(=O)c1cccs1)NCc1ccccc1 | 109 | 100 | -13 | nt | 102 | 103 | 103 | 100 | 11 | 0 | -4
COc1ccc(Cl)cc1NC(=O)CN(C1CCCCC1)S(C)(=O)=O | ? | ? | 33 | nt | ? | ? | ? | ? | 12 | -1 | 68*
Cc1ccc(NC(=O)CN(C)S(=O)(=O)c2cccs2)cc1C | 102 | 97 | 4 | 13 | 100 | 99 | 101 | 99 | 5 | -2 | 29
Cc1cc(C(C)(C)C)oc1C(=O)O | 102 | 96 | -5 | -6 | 95 | 100 | 95 | 92 | 13 | 0 | -4
O=P(Cc1ccccc1O)(c1ccccc1)c1ccccc1 | 105 | 101 | -6 | -11 | 100 | 101 | 104 | 99 | 7 | 7 | -4
COc1cc(NS(=O)(=O)c2ccc(NC(=S)NC(=O)/C=C/c3ccc(OC)c(OC)c3)cc2)ncn1 | 91 | 98 | -74 | -15 | 89 | 89 | 87 | 88 | 10 | -4 | 59*
N#Cc1nc(COc2ccccc2F)oc1NCCc1ccccc1 | 93 | 94 | 2 | nt | 95 | 97 | 97 | 97 | 14 | -1 | 0
Cc1nc(CN2CCN(C(=O)NC3(c4ccccc4)CC3)CC2)cs1 | 95 | 100 | 2 | nt | 98 | 100 | 97 | 94 | 15 | -2 | -11
CC(=O)c1cccc(NC(=O)c2cnn3ccccc23)c1 | 101 | 100 | -15 | nt | 99 | 101 | 100 | 99 | 28 | -6 | -13
COCCNC(=O)C(c1ccc(OC)cc1)N(C(=O)Cn1nnc2ccccc21)c1cccnc1 (centres undefined) | 98 | 95 | -24 | -9 | 101 | 96 | 101 | 95 | 11 | -4 | -12
O=C(CNC(=O)c1ccco1)Nc1ccc(F)cc1 | 100 | 104 | -23 | 8 | 100 | 100 | 96 | 100 | 10 | 0 | 11
COc1ccc(NS(=O)(=O)c2cc(NC(=O)Cc3cccs3)ccc2C)cc1 | 102 | 99 | -58 | -12 | 96 | 99 | 95 | 99 | 3 | -24 | -2
Fc1ccc(CN2CCCCCCC2)cc1F | 101 | 101 | -8 | -4 | 101 | 101 | 100 | 97 | 8 | -3 | 1
O=C(N/N=C/c1cc([N+](=O)[O-])ccc1O)NC12CC3CC(CC(C3)C1)C2 | 101 | 97 | -28 | nt | 96 | 97 | 98 | 96 | 3 | -5 | -7
N#Cc1c(N)nc2c(c1-c1ccc(Br)s1)CCCC2 | 104 | 100 | -8 | nt | 100 | 100 | 106 | 99 | 11 | -6 | -23
COc1cc(OC)c2c(=O)cc(-c3ccccc3)oc2c1 | 98 | 97 | -1 | nt | 97 | 98 | 97 | 98 | 8 | 1 | -9
Next entries follow:
SMILES | Rac1 wt modul | Rab7 wt modul | Mcl1-Bid inh | Pf gamet viab | Rab2A wt mod | HRas wt GTP | Cdc42 wt GTP | Rac1 mut GTP | Avidin bead fluor | Bim-Mcl-1 | Mcl1 Noxa PPI
COc1ccc(NC(=O)CN2CCCN(S(=O)(=O)c3ccc(F)cc3)CC2)c(OC)c1 | 99 | 104 | -36 | 10 | 100 | 99 | 101 | 94 | 9 | -1 | 7
COC(=O)c1ccccc1NC(=O)N1CCN(S(C)(=O)=O)CC1 | 98 | 95 | 8 | nt | 97 | 94 | 98 | 98 | 8 | 3 | 13
Cc1ccc(S(=O)(=O)NCC(=O)NC2CCCCCC2)cc1 | 100 | 105 | -6 | nt | 105 | 105 | 103 | 100 | 11 | -4 | -17
Cc1cc(Cl)ccc1C(=O)C1CCCN(C(=O)c2ccc3ncccc3c2)C1 (centres undefined) | 95 | 99 | -14 | 3 | 95 | 99 | 93 | 94 | 10 | 0 | 4
CCN(C(=O)CSc1nnc(-c2ccccc2)n1C)C1CCS(=O)(=O)C1 (centres undefined) | 96 | 100 | -28 | nt | 97 | 95 | 96 | 95 | 8 | 0 | 11
CCn1cc(/C=C(/C#N)S(=O)(=O)c2ccccc2)cn1 | 101 | 100 | -20 | -4 | 98 | 97 | 98 | 98 | 6 | 0 | 12
COc1cc(Cl)c(C)cc1NC(=O)COC(=O)c1cc[n+]([O-])cc1 | 99 | 104 | -14 | 15 | 101 | 96 | 98 | 97 | 12 | -6 | -2
COc1ccc(OC)c(C(C)NC(=O)Nc2cccc(C(C)=O)c2)c1 (centres undefined) | 100 | 107 | -56 | 3 | 99 | 99 | 101 | 97 | 6 | 1 | -20
COc1ccc(C(=O)NN(C)c2nc(C(F)(F)F)nc3ccccc23)cc1 | 96 | 93 | -18 | -23 | 97 | 96 | 96 | 95 | 9 | 3 | 9
CCOC(=O)COc1ncn(-c2ccccc2)n1 | 105 | 98 | -37 | nt | 101 | 101 | 101 | 100 | 13 | -4 | 16
O=C(Cn1c2[n+](c3ccc(C(F)(F)F)cc31)CCCCC2)c1cccc([N+](=O)[O-])c1 | 98 | 105 | -9 | -7 | 99 | 99 | 99 | 95 | 10 | 0 | 5
CCCCCCCCC(=O)N/N=C/c1cccc(Br)c1 | 90 | 94 | -12 | 18 | 92 | 93 | 89 | 91 | 9 | 0 | -3
Cc1cc(C(=O)CN2C(=O)NC3(CCCCC3)C2=O)c(C)n1Cc1ccco1 | 96 | 96 | -44 | -26 | 98 | 97 | 95 | 96 | 11 | -5 | -3
CCCCNC(=O)Cn1cnc2ccc(S(=O)(=O)N3CCC(C)CC3)cc2c1=O | 97 | 105 | -31 | nt | 101 | 98 | 99 | 94 | 8 | 0 | 0
CCS(=O)(=O)c1ccc(Sc2nncn2C)c([N+](=O)[O-])c1 | 95 | 91 | -7 | 2 | 94 | 94 | 96 | 94 | 10 | 2 | -13
CCCNC(=O)c1cc(C)no1 | 110 | 102 | -10 | nt | 101 | 102 | 105 | 102 | 6 | -1 | 2
O=C(NCc1ccc(F)cc1)C(=O)NCC1OCCN1C(=O)c1cccs1 (centres undefined) | 101 | 101 | -24 | -10 | 97 | 100 | 101 | 100 | 15 | -3 | 4
CCOC(=O)C1CCCN(CCC(=O)Nc2c(C(=O)OC)[nH]c3cc(OC)ccc23)C1 (centres undefined) | 94 | 93 | -23 | -12 | 93 | 95 | 97 | 93 | 10 | -4 | nt
Cc1cc(NC(=O)CSc2nnc(-c3cccnc3)n2N)no1 | 102 | 100 | 1 | 6 | 97 | 98 | 99 | 99 | 12 | -8 | -10
Cc1cc(C)n(-c2nc3ccccc3nc2Nc2ccc3[nH]c(=O)[nH]c3c2)n1 | 103 | 98 | -23 | nt | 98 | 99 | 102 | 101 | 11 | -3 | 9
CC1CCC(NC(=O)c2ccc(CNc3c(NC4CCCCC4)c(=O)c3=O)cc2)CC1 (centres undefined) | 102 | 99 | 3 | nt | 97 | 99 | 99 | 97 | 21 | -5 | 1
COc1cc(OC)cc(C(=O)Nc2ccccc2-c2nnn(CC(N)=O)n2)c1 | 97 | 93 | 19 | -16 | 97 | 94 | 99 | 97 | 15 | -22 | 4
COC(=O)Cc1ccc(NC(=O)c2ccc(C)c(C)c2)cc1 | 105 | 101 | 0 | -4 | 101 | 103 | 106 | 100 | nt | 0 | 9
CC(C)N=C(NS(=O)(=O)NC(=O)c1ccccc1)c1ccccc1 | 99 | 104 | -30 | -7 | 97 | 96 | 97 | 93 | 8 | -3 | -5
CCNCC(=O)Nc1ccc(N2CCOCC2)cc1 | 100 | 106 | -17 | -3 | 98 | 98 | 99 | 97 | 9 | 1 | 31
O=C(OCC(=O)N1CCOCC1)c1c(Cl)ccc(Cl)c1Cl | 101 | 104 | -4 | -4 | 98 | 97 | 99 | 96 | 12 | 1 | 19
Cc1cc2c(cc(C(=O)OCC(=O)NCc3cccs3)n2C(C)C)o1 | 104 | 109 | -67 | nt | 104 | 103 | 103 | 99 | 12 | -1 | 3
C#CCOCCOCCOCCNc1nc(N2CCN(C(=O)C(CCC(=O)O)n3cc(C(N)CC(C)C)nn3)CC2)nc(N2CCN(C(=O)C(Cc3cc4ccccc4[nH]3)n3cc(C(N)Cc4ccc(O)cc4)nn3)CC2)n1 (centres undefined) | 98 | 96 | 28 | nt | 97 | 97 | 96 | 96 | 5 | 0 | 13
CN(C)/C=C1\C(=O)N(c2ccc([N+](=O)[O-])cc2)N=C1c1ccccc1 | 95 | 97 | -32 | 5 | 95 | 95 | 92 | 96 | 7 | -1 | 32
